Vif-APOBEC3F blk – blocks the Vif interaction with APOBEC3F | HeLa A3F-eYFP + Vif (tagged APOBEC3F with the HIV-1 protein that degrades it), YFP fluorescence increase | Potency, µM (highest dose often 46.1 µM), without a hit: at the top dose activity, negative = active | 390,000 compounds, 0.2% hits | AID 602313; also: potency is read from the fitted curve at half-maximal effect; % of control where 0% means no effect; nearly all actives have a fitted effect of over 65% in size
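Fluorescence increase (Ex 488/Em 500-530) after overnight compound treatment at 37 deg C flags inhibition of Vif-driven A3F-eYFP loss in stable HeLa A3F-eYFP/Vif cells seeded overnight beforehand.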
USP1 inh – inhibitors of human USP1/UAF1 deubiquitinase. O94782. recombinant USP1/UAF1, Ub-Rhodamine cleavage fluorescence. 390,000 compounds, 0.23% hits. Potency, µM (series often up to 57.1 µM), for inactives: at the highest dose activity change, negative = inhibition, usual class: inhibitors; also: potency is read from the fitted curve at half-maximal effect; % is scaled to controls: 0 for no effect and ±100 for the full control effect; nearly all actives have a fitted effect of over 60% in size; inactives centre near -12
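In this screen, compounds sit with the deubiquitinase complex (1nM) for 15 min at room temperature before Ub-Rho is added at 150nM final. Fluorescence rise is then followed for 6 reads every 60 seconds.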
GRP78 ERSR act – inducers of ER stress response in human glioma cells; Potency, µM, inactives show top-dose activation, hits mostly activators; 420,000 compounds, 0.02% hits; U87-MG GRP78 promoter luciferase reporter, 16 h; also: potency is read from the fitted curve at half-maximal effect; series mostly up to about 76 µM; % of control where 0% means no effect; nearly all actives have a fitted effect of over 35% in size
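Stably transfected U87-MG human glioma cells carrying a GRP78-based luminescent sensor were seeded at 1000 cells/well, pin-dosed with compounds and incubated 16 h. Luciferase reagent was then added, and end-point luminescence was read after 10 min at room temperature.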
RXFP1 ag – RXFP1 (human) receptor agonism; Q9HBX9; HEK293T-RXFP1 cAMP TR-FRET, 30 min; response scale: percent of porcine relaxin response, buffer zero; Potency, µM (highest dose often 57.5 µM), inactives show at the highest dose activation, usual class: activators; 370,000 compounds, 0.3% hits; also: potency is read from the fitted curve at half-maximal effect; % is scaled to controls: 0 for no effect and ±100 for the full control effect; nearly all actives have a fitted effect of over 60% in size; many of its hits are not listed in these tables
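cAMP rise read by TR-FRET after 30 min, 37C compound exposure (up to 58 uM) in RXFP1-transfected HEK293 cells with Ro 20174 present. EC50 from Hill-equation fits, with 29 nM porcine relaxin as 100% and buffer as basal.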
mIDH1 inhibitor – human IDH1 R132H inhibition; O75874; IDH1-R132H enzyme, NADPH consumption, diaphorase/resazurin fluorescence; Potency, µM (highest dose often 76.6 µM), for inactives: at the top dose activity change, negative = inhibition, hits mostly inhibitors; 390,000 compounds, 0.093% hits; also: potency is read from the fitted curve at half-maximal effect; % is scaled to controls: 0 for no effect and ±100 for the full control effect; nearly all actives have a fitted effect of over 65% in size
Target sequence (O75874 whole entry R132H, stated change not applied): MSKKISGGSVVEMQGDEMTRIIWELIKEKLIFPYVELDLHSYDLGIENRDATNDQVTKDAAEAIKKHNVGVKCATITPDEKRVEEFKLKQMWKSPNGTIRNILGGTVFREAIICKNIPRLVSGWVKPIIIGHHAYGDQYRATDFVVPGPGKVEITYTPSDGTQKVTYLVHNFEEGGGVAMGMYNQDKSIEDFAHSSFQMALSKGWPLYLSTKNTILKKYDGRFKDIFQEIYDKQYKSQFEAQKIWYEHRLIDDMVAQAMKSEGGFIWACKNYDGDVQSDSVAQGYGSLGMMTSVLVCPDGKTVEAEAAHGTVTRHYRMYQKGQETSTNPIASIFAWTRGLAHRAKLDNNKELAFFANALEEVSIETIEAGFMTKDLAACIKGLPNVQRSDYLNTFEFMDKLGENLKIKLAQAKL
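IDH1-R132H (0.5 ug/mL dispensed) in pH 7.5 Tris buffer was preincubated 30 min with compound, then given a substrate mix of 0.016 mM NADPH and 2 mM alpha-KG for 80 min at room temperature; remaining NADPH was read by diaphorase/resazurin fluorescence.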
PI4K2A block – blocks human PI4K2A kinase activity; purified PI4K2A, ADP-Glo luminescence, 1 h; active compounds read low; activity change, negative = inhibition, % at 76.9 µM; 420,000 compounds, 0.13% hits; AID 1346378; in the data active = activity change below about -50%; inconclusive = mostly about -30% to -49%;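 also: -100% = wells without enzyme as full effect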
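In this quantitative HTS, ADP production by PI4K2A was quantified luminescently after 1 h at ambient temperature; 100 microM adenosine served as plate-quality control.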
Vif-A3G inh – blocks the Vif interaction with human APOBEC3G; HeLa A3G-eYFP + Vif (tagged APOBEC3G with the HIV-1 protein that degrades it), YFP fluorescence, overnight; AID 602310; Potency, µM (highest dose often 46.1 µM), inactives show top-dose activity, negative = active, most hits filed as inhibitors; Q9HC16; 410,000 compounds, 0.076% hits;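 also: potency is read from the fitted curve at half-maximal effect; % is scaled to controls: 0 for no effect and ±100 for the full control effect; nearly all actives have a fitted effect of over 60% in size; hits raise eYFP signal because A3G escapes Vif-driven loss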
Target sequence (Q9HC16 whole entry, looked up): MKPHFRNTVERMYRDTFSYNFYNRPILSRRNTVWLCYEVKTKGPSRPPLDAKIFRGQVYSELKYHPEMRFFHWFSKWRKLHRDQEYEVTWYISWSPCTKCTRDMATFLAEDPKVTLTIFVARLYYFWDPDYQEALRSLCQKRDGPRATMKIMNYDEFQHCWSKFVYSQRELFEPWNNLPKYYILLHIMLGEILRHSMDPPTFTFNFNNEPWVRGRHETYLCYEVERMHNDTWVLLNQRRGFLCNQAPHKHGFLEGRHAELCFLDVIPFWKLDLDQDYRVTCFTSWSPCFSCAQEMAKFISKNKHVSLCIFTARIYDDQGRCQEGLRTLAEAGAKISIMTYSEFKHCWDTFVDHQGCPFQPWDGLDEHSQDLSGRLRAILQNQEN
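Read-out is eYFP fluorescence (Ex 488/Em 500-530) from Vif-expressing HeLa A3G-eYFP cells; more signal means A3G escaped Vif-mediated degradation. Cells plated overnight, compound pinned in, incubated overnight at 37 deg C.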
TrxR1 substrate – substrates of rat thioredoxin reductase 1. Potency, µM (series often up to 114 µM), inactives show at the top dose activity change, negative = substrate turnover. 390,000 compounds, 0.01% hits. purified TrxR1 substrate turnover, NADPH consumption readout. AID 588456. O89049; also: potency is read from the fitted curve at half-maximal effect; % is scaled to controls: 0 for no effect and ±100 for the full control effect; nearly all actives have a fitted effect of over 50% in size
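Rat TrxR1, dispensed at 90 nM, was prereduced with 400 uM NADPH (final) for 5 min at ~22 deg C, then incubated with compound 15 min before 400 uM selenite. A first-read NADPH fluorescence drop versus no-compound background flagged substrates.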
LDHA block – LDHA (human) enzyme inhibition; P00338; purified LDHA, NADH/diaphorase-resazurin fluorescence; active compounds read low; activity change, % (values are at about 110 or 230 µM); 480,000 compounds, 0.15% hits; AID 1347041; in the data active = activity change below about -30%; inconclusive = mostly about -25% to -30%;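 also: plate controls were DMSO wells for no effect and wells without enzyme for full effect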
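Enzyme activity of human lactate dehydrogenase 5 (2 nM; 0.06 mM NADH, 0.2 mM pyruvate, 5 min, RT) is measured via a resazurin/diaphorase fluorescence readout of residual NADH.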
* marks the source's active call; other numbers are inactive results; ? = inconclusive; . = not tested or not shown; [ ] = another dose, or the depositor's remark. Unless noted, calls follow the shape of the dose curve; as a rule, active = well fitted curve in the direction sought with a large enough effect; inconclusive = small, poorly fitted or top-dose-only effect, or another doubt; inactive = no such curve, though single readings can be large; an effect the other way counts as inactive or inconclusive. Some of the compounds tested, so the mix of outcomes need not match the whole.

SMILES	Vif-APOBEC3F blk	USP1 inh	GRP78 ERSR act	RXFP1 ag	mIDH1 inhibitor	PI4K2A block	Vif-A3G inh	TrxR1 substrate	LDHA block
O=C(c1cccc(S(=O)(=O)N2CCN(c3ccccc3)CC2)c1)N1CCCC(C(F)(F)F)C1 (stereo not drawn)	8.1%	-22.8%	-2.3%	2.8%	1.3%	-2.3	2.7%	-1.7%	-2.9
CC(=O)/C(=N\Nc1ccccc1Cl)Sc1cccc2cccnc12	11.6%	-11.3%	1.9%	-0.6%	-0.7%	3.7	-12.4%	6.5%[57.1 µM]	-6.5
O=C1Nc2ccccc2/C1=C/C(=O)c1cccs1	6.6%	-21.8%	-12.9%	-2.4%	2.3%	10.6	-17.4%	-5.1%	-4.0
Cc1cc(C)c2cc(CN(Cc3nnnn3C3CCCCC3)CC3CCCO3)c(=O)[nH]c2c1 (stereo not drawn)	2.0%	-11.3%	-1.7%	4.0%	4.0%	0.0	-1.6%	-11.0%	5.5
O=C(O)c1cccc(NS(=O)(=O)c2cccc3nsnc23)c1	6.2%	-4.3%	-3.7%	-0.3%	3.5%	0.6	2.1%	-0.7%	5.4
O=C(CN1C(=O)c2cccc3cccc1c23)NCc1cccnc1	-1.2%	0.8%	1.3%	2.1%	2.9%	0.9	0.6%	12.7%[57.1 µM]	-6.0
NC(c1csc(Nc2ccc(C(=O)NCCO)cc2)n1)C1CCCCC1 (stereo not drawn)	.	.	-3.0%	.	.	-3.9	-2.0%	.	-11.3
CCOc1ccc(OCC)c(NC(=O)CCS(=O)(=O)c2ccc(Br)s2)c1	.	-1.3%	-0.7%	-0.2%	2.1%	-0.7	-0.8%	2.5%	-5.8
CCOC(=O)C1=C(c2ccc(OC)cc2)C(=O)c2ccccc2C1=O	2.7%	-14.3%	-13.1%	2.7%	15.6%	3.8	-11.7%	-29.3%	36.8
COc1cc(S(=O)(=O)Nc2ccc(C)cc2)ccc1N=Cc1c(C)c(C#N)c(=O)n(C)c1O	-5.7%	?	1.0%	1.0%	7.7%	1.7	1.6%	-1.5%[57.1 µM]	-0.7
Cc1cc(C)n2cc(CSc3nnnn3-c3ccccc3C)nc2n1	4.9%	-9.7%	-1.7%	2.7%	6.9%	6.8	0.4%	22.2%	-2.1
COc1ccc(-c2ccc(CN3C(CC(C)C)C(=O)N(Cc4cn(CC5CCCCC5)nn4)CCS3(=O)=O)cc2)cc1 (stereo not drawn)	-12.8%	-17.5%	-3.3%	.	-7.2%	0.9	?	.	0.5
Cc1c(C)c2ccc(OCC(=O)N(C)C3CCS(=O)(=O)C3)c(C)c2oc1=O (stereo not drawn)	5.2%	-18.3%	3.8%	10.9%	5.9%	23.2	2.0%	178.0%[activator]	-0.7
CCOc1cc(C(c2c(O)nc(SC)[nH]c2=O)c2c(O)nc(SC)[nH]c2=O)ccc1O	?	-23.1%	-5.5%	.	10.3%	-19.0	0.7%	-12.6%[11.4 µM]	9.0
Cc1cccc(OCc2nc(-c3ccccn3)n[nH]2)c1	7.5%	-14.8%	2.6%	2.9%	2.2%	3.9	-3.9%	-5.1%	1.7
CN(C)CCNc1nc(-c2ccccc2)c2c(c1C#N)CC(C)(C)OC2	-3.3%	4.0%	3.3%	0.0%	0.2%	4.7	1.6%	-0.2%	-1.1
Cn1c(SCc2cccc3ccccc23)nnc1-c1ccco1	-0.8%	-5.0%	0.4%	0.2%	7.4%	4.7	0.2%	1.9%	-3.4
O=C1C2C3C=CC(CC3)C2C(=O)N1/N=C/c1c[nH]c2ccccc12 (stereo not drawn)	10.1%	-10.4%	-0.1%	-0.2%	4.2%	0.5	4.0%	-10.6%	-2.4
C[C@@H](NC(=O)Cn1cnc2c(NCc3ccccc3)ncnc21)c1cccc2ccccc12	2.6%	-15.7%	-3.3%	.	-14.9%	-4.5	0.7%	-10.8%	-11.2
Fc1ccc(C2CC(c3ccccc3)Nc3ncnn32)cc1 (stereo not drawn)	2.9%	-4.6%	-1.2%	-0.5%	6.0%	1.5	0.2%	-3.2%	-3.6
Cc1ccnc(SCCn2c(N3CCC(C)CC3)nc3c2c(=O)[nH]c(=O)n3C)n1	2.1%	-11.3%	-2.2%	-0.2%	-4.2%	3.1	2.4%	7.9%[57.1 µM]	-6.3
CCOC(=O)CSc1nc(N2CCOCC2)c2c(c1C#N)CC(C(C)C)OC2 (stereo not drawn)	4.2%	-4.3%	-3.9%	6.9%	-6.1%	-0.5	-13.3%	-7.1%	1.7
CC(NC(=O)COC(=O)c1ccc2ccccc2n1)C1CC2CCC1C2 (stereo not drawn)	-27.4%	-16.5%	7.7%	-1.3%	-6.8%	6.3	0.2%	9.9%	-8.6
O=C(Nc1cnn(Cc2ccc(Cl)c(Cl)c2)c1)c1nc2ncccn2n1	6.0%	-4.6%	-1.3%	-2.3%	0.0%	25.1	-7.0%	-8.6%	0.0
c1cncc(-c2nc(-c3ccc4c(c3)OCCO4)cs2)c1	-1.1%	-21.2%	-2.4%	8.8%	26.3%	3.3	-7.8%	-8.7%	-3.1
O=C(Nc1cccc(S(=O)(=O)NC2=NCCC2)c1)c1cc(Cl)ccc1[N+](=O)[O-]	3.2%	-11.1%	-0.7%	0.0%	2.6%	3.2	-0.5%	-10.4%	-1.3
O=C(NCc1ccco1)/C(=C\c1ccccc1)NC(=O)c1ccccc1	-3.6%	-17.1%	-1.4%	4.9%	0.0%	-1.5	-0.4%	-6.0%[57.1 µM]	-6.3
O=C(OCCN1C(=O)c2ccccc2C1=O)[C@@H]1CC(O)CN1S(=O)(=O)c1ccccc1[N+](=O)[O-] (stereo partly drawn)	8.1%	-22.3%	-1.1%	.	16.9%	-3.0	-10.2%	1.9%	-4.0
O=C(NCC1CCCO1)C1CC(=O)N(c2ccccc2)C1 (stereo not drawn)	3.2%	-21.3%	-1.8%	2.0%	-3.1%	-0.5	-1.1%	6.4%	-8.0
NC(=O)C1(N2CCCCC2)CCN(C(=S)Nc2cc(F)cc(F)c2)CC1	-0.3%	-9.0%	-0.3%	-0.1%	-1.8%	0.4	0.0%	-12.1%	-13.0
Cc1cc(C)c(NC(=O)Cn2c(=O)n(Cc3ccccc3)c(=O)c3c(C)c(C(=O)N(C)C)sc32)c(C)c1	-6.1%	-24.7%	-2.4%	0.3%	17.7%	-2.6	1.1%	3.7%[57.1 µM]	0.7
O=C(CSc1n[nH]c(-c2ccccc2)n1)N1CCOCC1	-1.8%	-7.3%	-2.6%	2.4%	-1.2%	0.9	-1.6%	8.9%	-3.4
Cc1cccc(NC(=O)COC(=O)c2cccc3c2C(=O)c2ccccc2C3=O)c1C	-7.2%	-1.8%	-5.0%	1.6%	3.4%	-0.1	1.7%	4.7%	3.8
COc1ccccc1NC(=O)Cc1nnc(SCC(=O)Nc2ccc(F)cc2F)n1C	-11.2%	-12.5%	-3.0%	3.0%	-3.2%	2.3	-4.0%	4.4%	-6.3
O=C(N/N=C/c1ccc(OC(=O)c2ccc3c(c2)OCO3)cc1)c1cncc(Br)c1	-7.7%	-2.0%	0.9%	0.2%	-1.7%	-3.8	-6.4%	-10.2%	-3.0
O=C(Nc1ccc(N2CCOCC2)c2nonc12)C1CCCC1	1.8%	?	6.2%	-0.2%	12.0%	?	2.4%	-8.1%	19.3

Three compounds already listed, ordered by SMILES length, lowest first.
SMILES	Vif-APOBEC3F blk	USP1 inh	GRP78 ERSR act	RXFP1 ag	mIDH1 inhibitor	PI4K2A block	Vif-A3G inh	TrxR1 substrate	LDHA block
O=C(Nc1ccc(N2CCOCC2)c2nonc12)C1CCCC1	1.8%	?	6.2%	-0.2%	12.0%	?	2.4%	-8.1%	19.3
c1cncc(-c2nc(-c3ccc4c(c3)OCCO4)cs2)c1	-1.1%	-21.2%	-2.4%	8.8%	26.3%	3.3	-7.8%	-8.7%	-3.1
Cc1cccc(NC(=O)COC(=O)c2cccc3c2C(=O)c2ccccc2C3=O)c1C	-7.2%	-1.8%	-5.0%	1.6%	3.4%	-0.1	1.7%	4.7%	3.8

Going on with the list.
SMILES	Vif-APOBEC3F blk	USP1 inh	GRP78 ERSR act	RXFP1 ag	mIDH1 inhibitor	PI4K2A block	Vif-A3G inh	TrxR1 substrate	LDHA block
O=C(c1ccc(Br)o1)N1CCN(CCOc2ccccc2)CC1	-2.1%	-21.6%	-4.4%	-1.7%	-3.0%	-16.3	2.2%	10.8%	-2.0
C=CCN(C(=O)c1csnn1)C(C(=O)NC1CCCCC1)c1ccc(Cl)cc1 (stereo not drawn)	7.1%	-26.6%	-2.7%	0.6%	-0.5%	-6.8	0.3%	6.0%[57.1 µM]	-10.1
COc1ccc(N=C2C=CC(=O)O2)cc1	8.1%	?	-1.5%	.	-5.2%	-5.9	0.0%	6.3%	-6.0
Cc1cc(/C=N/NC(=O)CC2(C)OCCO2)c(C)n1-c1cc(Cl)cc(Cl)c1	1.8%	-24.6%	-3.5%	2.3%	-0.8%	-4.5	-1.4%	-9.3%[57.1 µM]	2.8
O=C(CSC1=NCCS1)NC(c1ccccc1)c1ccccc1	-0.7%	-13.6%	13.7%	0.1%	4.5%	-10.5	-16.4%	-2.2%	-7.1
Cc1cc(C(=O)NCCCN2CCN(C3CCCCC3)CC2)n(-c2ccccc2)n1	-3.3%	-10.1%	-4.9%	-2.5%	-2.1%	-2.3	2.8%	-10.7%	-4.5
NC(=O)c1cccnc1OCC(F)(F)F	6.1%	3.8%	-6.5%	0.8%	-0.7%	-8.5	4.7%	12.0%	-2.8

High-throughput results as filed in PubChem.
